PI5P4K alpha inh – qHTS for Inhibitors of phosphatidylinositol 5-phosphate 4-kinase (PI5P4K) | Phosphatidylinositol 5-phosphate 4-kinase type-2 alpha (Homo sapiens), P48426 | PI5P4Kalpha enzyme, ADP-Glo luminescence, 60 min; active compounds read low | max response, % | hit rate 1.2% among 330,000; active means max response of -50% or lower; inconclusive means between -30% and -50%; inactive means -30% or higher; further: value at the top dose of about 77 µM; on the % scale 0 is the no-effect control and ±100 the full control effect
Target sequence (P48426 whole entry, looked up): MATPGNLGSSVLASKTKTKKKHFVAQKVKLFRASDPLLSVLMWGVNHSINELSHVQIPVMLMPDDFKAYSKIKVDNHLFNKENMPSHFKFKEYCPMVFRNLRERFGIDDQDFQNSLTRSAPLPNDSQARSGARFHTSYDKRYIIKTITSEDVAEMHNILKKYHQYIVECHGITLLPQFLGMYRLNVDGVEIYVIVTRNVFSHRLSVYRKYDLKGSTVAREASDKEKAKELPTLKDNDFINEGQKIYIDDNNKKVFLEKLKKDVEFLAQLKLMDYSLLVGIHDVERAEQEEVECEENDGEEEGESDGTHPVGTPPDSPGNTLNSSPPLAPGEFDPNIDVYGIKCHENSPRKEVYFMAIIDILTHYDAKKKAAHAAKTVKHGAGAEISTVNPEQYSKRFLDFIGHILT
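Controls without substrate or without enzyme flank wells where PI5P4Kalpha converts substrate using 5 microM ATP (final). Incubation lasts 60 minutes at room temperature; ADP formed is read by ADP-Glo luminescence.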
PLK1 PBD block – qHTS for Inhibitors of PLK1-PDB (polo-like kinase 1 - polo-box domain): Primary Screen | Plk1 PBD binding of FITC phosphopeptide, fluorescence polarization | Potency, µM, for inactives: max response, negative = inhibition, most hits filed as inhibitors | AID 720504, 2013 | hit rate 2.8% among 360,000 | Serine/threonine-protein kinase PLK1 (Homo sapiens), P53350; further: potency means the concentration at half of the fitted maximal effect; series mostly up to about 57 µM; on the % scale 0 is the no-effect control and ±100 the full control effect; nearly all actives have a fitted effect of over 65% in size
Target sequence (P53350 whole entry, looked up, the tested form may be a part): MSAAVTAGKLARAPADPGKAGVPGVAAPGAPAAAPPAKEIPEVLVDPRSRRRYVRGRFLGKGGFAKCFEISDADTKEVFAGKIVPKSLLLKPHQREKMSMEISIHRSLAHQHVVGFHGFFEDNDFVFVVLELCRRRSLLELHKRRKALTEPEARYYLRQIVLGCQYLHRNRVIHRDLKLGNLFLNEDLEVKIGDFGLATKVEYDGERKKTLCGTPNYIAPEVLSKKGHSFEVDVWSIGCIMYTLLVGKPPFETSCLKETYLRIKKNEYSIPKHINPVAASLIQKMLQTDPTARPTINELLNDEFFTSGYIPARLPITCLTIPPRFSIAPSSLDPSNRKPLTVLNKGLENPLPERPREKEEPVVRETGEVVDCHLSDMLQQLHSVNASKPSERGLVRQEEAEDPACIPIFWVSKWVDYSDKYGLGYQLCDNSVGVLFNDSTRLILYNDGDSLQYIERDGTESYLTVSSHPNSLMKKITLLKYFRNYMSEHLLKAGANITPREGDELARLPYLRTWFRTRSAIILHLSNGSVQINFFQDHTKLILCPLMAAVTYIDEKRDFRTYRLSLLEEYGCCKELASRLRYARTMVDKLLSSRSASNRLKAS
FUS suppressor – qHTS for Suppressors of FUS Proteinopathy: Primary screen using FUS-linked yeast assay | S. cerevisiae FUS-expressing, growth rescue, OD600, 24 h | Potency, µM (highest dose often 76.6 µM), inactives show at the top dose growth rescue (activation), usual class: activators | hit rate 0.24% among 390,000;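 further: potency means the concentration at half of the fitted maximal effect; plate controls were DMSO vehicle for no effect and reference control for full effect; nearly all actives have a fitted effect of over 55% in size; some results filed as inactive show a strong effect at the top dose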
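S. cerevisiae expressing FUS from galactose induction served as the toxicity model. Growth after 24hr at 30C, read as absorbance at 600 nm, indicates suppression of toxicity; compounds dosed at several concentrations.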
aSyn rescue – qHTS of alpha-syn Inhibitors; hit rate 0.14% among 370,000; Potency, µM (doses to about 46.1 µM), for inactives: at the top dose growth rescue (activation), most hits filed as activators; Yeast expressing alpha-synuclein, growth rescue, BacTiter-Glo, 24 h; further: potency means the concentration at half of the fitted maximal effect; % of control where 0% means no effect; nearly all actives have a fitted effect of over 65% in size
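Rescue of yeast growth: cells expressing toxic alpha-synuclein, induced in galactose at OD600 0.02, incubated with compound 24 h at 30 C. ATP luminescence quantified growth; inhibitors of toxicity appear as activators.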
EPAC1 ag – qHTS for Agonist of cAMP-regulated guanine nucleotide exchange factor 3 (EPAC1): primary screen. EPAC1 agonist qHTS, biochemical assay; response scale: 100% = response to 6.5 mM cAMP. Potency, µM (series often up to 154 µM), without a hit: top-dose activation, most hits filed as activators. hit rate 0.073% among 360,000. AID 720707, 2013; further: potency means the concentration at half of the fitted maximal effect; nearly all actives have a fitted effect of over 60% in size
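Multi-concentration qHTS readout: loss of Rap1B-bound BODIPY-GDP fluorescence driven by 100 nM EPAC1 with excess GDP (50 uM), monitored kinetically at room temperature; agonist response expressed relative to 6.5 mM cAMP.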
IL2 activator – qHTS of IL-2 Activators. AID 652025, 2013. hit rate 0.065% among 360,000. activation, % (series mostly up to about 46 µM). IL-2 activation reporter assay, cell-based qHTS; stimulated with anti-CD3/CD4/CD28 beads; in transgenic mouse T cells; in the data active means activation above about 50%; inconclusive means mostly about 30% to 49%; further: 0% is about no effect
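Unstimulated transgenic mouse T cells preincubated 60 min with compound, then stimulated with anti-CD3/anti-CD4-coated beads plus anti-CD28 for 18 h at 37 degrees C. IL-2 response read as EGFP and DsRed fluorescence by plate cytometry.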
Abeta yeast res – qHTS for compounds that reverse cellular toxicity of Amyloid beta (A-beta) peptide in yeast: Primary Screen; yeast expressing A-beta42, growth rescue, OD600, 48 h; response scale: 0% DMSO, 100% iron-clioquinol control; Potency, µM (top dose mostly 46.1 µM), for the others: at the highest dose growth rescue, most hits filed as activators; hit rate 0.063% among 410,000; AID 1347071, 2019; further: potency means the concentration at half of the fitted maximal effect; nearly all actives have a fitted effect of over 55% in size
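Growth rescue measured by 600 nm absorbance after 48 h yeast culture at 30 C with compound. Values normalized between DMSO and an equimolar ferric chloride plus clioquinol control.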
WRN helicase inh – qHTS for Inhibitors of WRN Helicase | Bifunctional 3'-5' exonuclease/ATP-dependent helicase WRN (Homo sapiens), Q14191 | WRN helicase unwinding, fluorescent forked duplex, kinetic | Potency, µM (doses to about 114 µM), inactives show at the highest dose activity change, negative = inhibition, most hits filed as inhibitors | hit rate 0.46% among 360,000 | AID 651768, 2012; further: potency means the concentration at half of the fitted maximal effect; on the % scale 0 is the no-effect control and ±100 the full control effect; nearly all actives have a fitted effect of over 55% in size
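WRN at 20 nM final was preincubated with compound for 15 min at room temperature; reaction started with 100 nM forked duplex oligonucleotide carrying fluorophore and quencher plus 2 mM ATP (final). Unwinding followed kinetically by red fluorescence (ex 525/em 598 nm).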
EPAC1 antag – qHTS for Antagonist of cAMP-regulated guanine nucleotide exchange factor 3 (EPAC1): primary screen. Rap guanine nucleotide exchange factor 3 (Homo sapiens), O95398. EPAC1 GEF assay, Rap1b-BODIPY-GDP exchange fluorescence. Potency, µM (doses to about 115 µM), for inactives: at the highest dose activity change, negative = inhibition, most hits filed as inhibitors. hit rate 0.14% among 360,000;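 further: potency means the concentration at half of the fitted maximal effect; plate controls were vehicle for no effect and positive control for full effect; nearly all actives have a fitted effect of over 50% in size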
The depositor's hits bear a star; u = inconclusive; x = not tested or not shown; & = joins results of further samples; [ ] = another dose, or the depositor's remark. Unless noted, the call rests on the fitted dose curve; in most records, active means well fitted curve in the direction sought with a large enough effect; inconclusive means small, poorly fitted or top-dose-only effect, or another doubt; inactive means no such curve, though single readings can be large; an effect the other way counts as inactive or inconclusive. This is a random part of the collection; 4.1% or so of the library scored in one or more.

Values run as follows: PI5P4K alpha inh	PLK1 PBD block	FUS suppressor	aSyn rescue	EPAC1 ag	IL2 activator	Abeta yeast res	WRN helicase inh	EPAC1 antag
O=C(CCNC(=O)c1ccc(Cl)cc1)NCc1cccc(C(F)(F)F)c1
 : 7	2%	11%	5%	-12%	-0.1	13%	0%	-4%
CCOc1ccc(S(=O)(=O)NCCC(=O)N2CC=C(c3ccccc3)CC2)cc1
 : 0	-6%	28%	u	6%	-0.5	-19%	-7%	-11%
CNC(=O)c1cc(C(=O)c2ccc(F)cc2C(F)(F)F)c[nH]1
 : 3	0%	-10%	-2%	-3%	-0.7	-13%	-2%	-3%
CC(Nc1nc(-c2ccccc2F)nc2ccccc12)c1ccccc1 (stereo not drawn)
 : -1	-3%	20%	3%	17%	1.3	5%	11%	-10%
CSc1cccc(NC(=O)c2cnn3ccccc23)c1
 : -63*	-13%	9%	6%	11%	-3.5	8%	-10%	-15%
COc1cccc(CN2CCN(c3ncccn3)CC2)c1OC
 : -3	5%	-8%	-2%	14%	-0.1	-5%	5%	-1%
COc1cccc(CSc2nc3ccccc3cc2C=O)c1
 : -7	-3%	3%	4%	15%	0.0	20%	-10%	u
Cc1ccc(C(=O)NCCc2nnc3ccc(SCC(=O)Nc4cc(C)on4)nn23)cc1
 : 0	1%	6%	1%	6%	0.0	-6%	2%	-6%
COc1ccc(NC(=O)CSCC(=O)N(C)Cc2cccc(OC)c2OC)cc1
 : -4	-5%	10%	2%	1%	-4.0	-7%	19%	3%
COc1ccc(NC(=O)C(CC(=O)O)Cc2ccc(Br)cc2)cc1 (stereo not drawn)
 : 0	-21%	8%	-13%	11%	0.0	0%	5%	-21%
CC[C@]12c3[nH]c4cc(-c5ccco5)ccc4c3CCN1C(=O)[C@@H](CC(=O)NCCCOC)C[C@@H]2C(=O)N1CCN(C(=O)C2CC2)CC1
 : 3	-18%	38%	2%	-45%[inhibitor]	0.2	-3%	0%	u
Cc1ccn2c(C(=O)N/N=C/c3ccc(Cl)cc3)c(C)nc2c1
 : -6	-2%	7%	-5%	1%	0.9	11%	-3%[57.1 µM]	-1%
COc1ccc(-n2c(C)cc(/C=C3\SC(=S)NC3=O)c2C)cc1
 : u	-7%	-15%	-3%	4%	0.9	-5%	-9%	7%
CCN(CC(=O)NCc1cccs1)C(=O)c1ccc(Cl)c(Cl)c1
 : -1	-4%	-3%	0%	-7%	0.2	1%	1%	-7%
Cc1ccc[n+](CC(=O)N2CCCc3ccccc32)c1
 : 4	5%	-30%	5%	-4%	-0.4	-3%	-1%	4%
C[C@H]1CN([C@@H](C)CO)C(=O)CCCn2cc(nn2)CO[C@@H]1CN(C)C(=O)NC1CCCCC1
 : 12	-3%	-10%	-1%	-4%	1.2	-9%	-5%	-1%
Brc1cc2c(cc1/C=N/Nc1nc3ccccc3s1)OCO2
 : 3	-1%	23%	1%	0%	1.1	17%	3%	-15%
N/C(Cc1ccc([N+](=O)[O-])cc1)=N\OC(=O)c1ccco1
 : 2	-8%	15%	-1%	-3%	-0.6	-21%	6%	4%
CCC(=O)N1CCN(c2ccc(Cl)cc2NC(=O)c2ccc3c(c2)OCCO3)CC1
 : 1	1%	u	1%	10%	-2.9	17%	2%	4%
CCN(CC)S(=O)(=O)c1cccc(C(=O)N/N=C/c2ccc(OC)c(O)c2)c1
 : 4	-10%	7%	-2%	2%	-2.2	-9%	u	1%
CC(=O)c1c(C)[nH]c(C(=O)OCc2cc(-c3ccco3)on2)c1C
 : -1	-21%	16%	-6%	-1%	1.4	9%	5%	u
CCOC(=O)c1cnc2c(-c3ccccc3)cnn2c1C
 : 14	-3%	-4%	3%	0%	0.8	2%	-1%	-17%
CCCc1cc(=O)[nH]c(NCCc2ccccc2)n1
 : 2	9%	13%	-1%	-13%	0.2	4%	7%	1%
COc1ccc(CCNS(=O)(=O)c2cc3c(cc2C)NC(=O)CO3)cc1OC
 : -1	-4%	-16%	0%	-3%	0.3	-6%	-2%	-5%
O=C(c1ccc(-c2ccccc2)c(F)c1)C1CCCN(C(=O)c2cncs2)C1 (stereo not drawn)
 : 0	-9%	38%	18%	18%	-3.5	-29%	-7%	-18%
Cc1sc2ncn(CCn3cnc4sc(C)c(C)c4c3=O)c(=O)c2c1C
 : -8	-6%	9%	-13%	-6%	0.1	-4%	-9%	10%
CS(=O)(=O)N1CCC(C(=O)NCCc2ccccc2)CC1
 : x	1%	5%	3%	0%	-0.2	10%	-10%	-2%
C=C(C)C(=O)OCCCCCCOc1ccc(C(=O)O)cc1
 : x	u	26%	6%	-2%	-2.8	2%	-10%[57.1 µM]	6%
Cc1ccc(S(=O)(=O)N2CCOCC2)cc1NC(=O)Cn1c(=O)ccn(Cc2ccccc2)c1=O
 : 6	-3%	x	0%	12%	-1.1	3%	6%	-11%
CCOc1ccc(C2=CC(c3ccccc3)n3ncnc3N2)cc1 (stereo not drawn)
 : -21	-20%	17%	8%	8%	1.8	14%	4%	-3%
COc1ccc(NC(=O)CN(C)C(=O)c2ccc(NS(=O)(=O)c3cccc([N+](=O)[O-])c3)cc2)cc1
 : 1	-9%	11%	6%	7%	1.3	-5%	-10%	-2%
O=C(NCc1cccnc1)c1cc(Sc2ccccc2Cl)nc2ccccc12
 : 14	-4%	18%	7%	0%	-4.2	-1%	75%[activator]	-35%
CCN1C(=O)[C@H]2[C@@H](c3ccc(C(F)(F)F)cc3)N[C@]3(CCCN(Cc4ccc(C)cc4)C3=O)[C@H]2C1=O
 : 1	7%	30%	4%	-11%	-1.7	19%	6%	-27%
Cc1ccc(S(=O)(=O)NN=Cc2ccco2)cc1
 : -6	0%	9%	-2%	7%	-1.3	10%	-5%	11%
COc1ccc(CC(=O)Nc2ccc3c(c2)OC2(CCCC2)O3)c(OC)c1
 : 1	4%	-13%	1%	2%	0.8	0%	-6%	-5%
COc1cc(/C=C/C(=O)O)cc(OC)c1OC
 : 0	-6%	-26%	2%	-11%	-0.3	13%	-3%	12%
Cc1cc(=O)[nH]c(SCC(=O)N2CCCCC2)n1
 : 2	-18%	-8%	-6%	4%	-0.8	-16%	-1%	0%
CCn1c(COc2ccccc2)nnc1SCC(=O)c1cccc([N+](=O)[O-])c1
 : x	-26%	10%	11%	7%	-1.0	21%	-2%	11%
O=C(CCC(=O)N1CCOc2ccccc21)NCCCN1CCN(Cc2ccccc2)CC1
 : 1	7%	-10%	1%	4%	1.3	7%	-7%	11%
CC1(C)NC(=O)N(CCOc2cccc(Oc3ccccc3)c2)C1=O
 : x	-1%	16%	-1%	-2%	-2.8	17%	1%	16%
O=C(CSc1nnc(-c2ccccn2)n1Cc1ccco1)Nc1ccc2c(c1)OCO2
 : -1	-2%	1%	-5%	-5%	-0.5	14%	-8%	2%
O=C1CC[C@@H](CN(Cc2ccccn2)Cc2nc(Cc3ccccc3)no2)N1
 : 1	-15%	11%	-1%	-3%	0.2	-10%	u	u
Cc1ccc(NS(=O)(=O)c2ccc3c(c2)CC(=O)N3)cc1C
 : u	-14%	13%	-10%	-5%	1.0	-9%	-6%	-12%
CCN(CC(=O)Nc1ccc(OC)cc1)CC(=O)Nc1cccc(C#N)c1
 : -1	2%	14%	4%	-2%	-2.1	1%	-4%[57.1 µM]	18%
O=C1CC(c2ccccc2)CC(O)=C1C=NCc1ccc(Cl)c(Cl)c1 (stereo not drawn)
 : 1	-4%	-15%	-13%	-15%	2.1	-7%	10%	-4%
Cc1sc2ncn(CC(=O)N3CCCC(C)C3)c(=O)c2c1S(=O)(=O)N1CCCCC1 (stereo not drawn)
 : 3	-13%	16%	-4%	-2%	0.6	-2%	2%	-4%
CCOc1ccccc1OCC(=O)Nc1ccc(N2CCOCC2)cc1N1CCOCC1
 : 4	-9%	29%	15%	2%	-1.5	-6%	13%	17%
Cc1ccc(S(=O)(=O)N/N=C\c2cc([N+](=O)[O-])ccc2Cl)cc1
 : x	-24%	5%	-15%	11%	0.7	-15%	-5%	7%
CC1(C)CCC[C@]2(C)[C@H]3CC(=O)O[C@]3(C)CC[C@@H]12
 : 8	5%	4%	8%	-5%	-5.1	8%	12%	1%
COCCNc1nc2c(c(=O)n(Cc3cccc(Br)c3)c(=O)n2C)n1C
 : -9	-5%	7%&21%	14%	-1%	0.4	14%&16%	1%	-8%
CC(=O)c1ccc(S(=O)(=O)NCC(=O)N2CCN(C/C=C/c3ccccc3)CC2)cc1
 : -1	27µM*	x	-3%	-4%	-0.9	-15%	-4%	-9%
O=S(=O)(NCc1ccccc1)c1ccccc1NCc1ccc(Cl)cc1
 : 1	7%	9%	12%	-8%	-0.3	1%	-8%	-2%
CCCNC(=O)C[C@@H]1C[C@@H]2c3cc(NS(=O)(=O)c4ccc(OC)cc4)ccc3O[C@@H]2[C@@H](CO)O1
 : -6	-20%	-8%	2%	-8%	-1.3	-11%	-6%	-6%

Full records as entered above. Order of screens: PI5P4K alpha inh, PLK1 PBD block, FUS suppressor, aSyn rescue, EPAC1 ag, IL2 activator, Abeta yeast res, WRN helicase inh, EPAC1 antag
Record of `Cc1ccc(S(=O)(=O)N/N=C\c2cc([N+](=O)[O-])ccc2Cl)cc1` : x, -24%, 5%, -15%, 11%, 0.7, -15%, -5%, 7%
Record of `CCOc1ccccc1OCC(=O)Nc1ccc(N2CCOCC2)cc1N1CCOCC1` : 4, -9%, 29%, 15%, 2%, -1.5, -6%, 13%, 17%
